NOD2 inhibition: NOD2 signaling inhibitors, cell-based, luminescence, uHTS, HEK293 (AID 1566). HEK293 NOD2/NF-kB luciferase reporter, luminescence; higher % means a stronger effect. one-dose inhibition, % at 4 µM; EC50 in µM for titrated hits. 290,000 compounds, 0.63% hits; note: many of its hits are not listed in these tables
AID2073: inhibitors of Mint1-CaV2.2 protein interaction, biochemical, HTRF (AID 2073). 290,000 compounds, 0.19% hits. HTRF protein-protein interaction, Mint1-CaV2.2; higher % means a stronger effect. inhibition, % at 20 µM, or IC50 in µM where a hit was titrated; in the data active = inhibition mostly above about 51%, no sharp cut-off; note: some results filed as inactive read as strong as hits
LYP inhibition: inhibitors of LYP phosphatase, biochemical, fluorescence intensity, uHTS (AID 1779) | inhibition, % at 11.5 µM; hits with a dose series show IC50 in µM | 290,000 compounds, 0.054% hits | recombinant LYP phosphatase, fluorescence intensity; higher % means a stronger effect | Tyrosine-protein phosphatase non-receptor type 22 (Homo sapiens);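 note: plate controls were vehicle with enzyme for no effect and no enzyme for full effect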
P. falciparum M17LAP: P. falciparum M17LAP inhibitors, primary screen, biochemical, fluorogenic H-Leu-NHMec substrate, 1536-well (AID 1619). recombinant M17LAP, H-Leu-NHMec fluorogenic kinetic assay; higher % means a stronger effect. 220,000 compounds, 0.38% hits. Leucine aminopeptidase (Plasmodium falciparum (isolate 3D7)). one-dose inhibition, % at 30 µM; IC50 in µM for titrated hits;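 active = compound inhibiting the enzyme by more than half at any dose during confirmatory dose-response retesting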;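 note: plate controls were full reaction with DMSO carrier for no effect and no enzyme background for full effect; strong numbers were not always called active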
Hep lipid drop: inhibitors of hepatocyte lipid droplet formation, primary screen, imaging, high-throughput imaging, BODIPY stain | AML12 mouse hepatocytes, oleate lipid droplets | inhibition, % at 6.5 µM | 240,000 compounds, 0.4% hits | AID 1656, 2009;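 active = lipid droplet intensity inhibited by at least 50%, with more than 500 cells counted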
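Assay system: AML12 mouse liver cells | Compound dosing: One dose, 6.5 µM compound | Read-out basis: Droplet intensity reduction, % inhibition | Measured by: Fluorescence imaging, 20x objective, two fields per well | Schedule: Overnight treatment with compound plus oleate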
M1AAP inhibition: P. falciparum M1AAP inhibitors, biochemical, fluorogenic H-Leu-NHMec substrate, 1536-well (AID 1445); inhibition, % at 30 µM, or IC50 in µM where a hit was titrated; recombinant M1AAP, H-Leu-NHMec fluorogenic kinetic assay; higher % means a stronger effect; 220,000 compounds, 0.42% hits;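 active = primary inhibition above the hit cutoff, then over 50% inhibition at one or more dose response concentrations, cut at about 23% in these data, passing the limit was not always enough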;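 note: plate controls were DMSO full reaction for no effect and no enzyme background for full effect; strong numbers were not always called active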
CSM14.1 death rescue: rescue of cells from ER stress-induced death, primary screen, 384-well, CSM14.1, thapsigargin, ATP luminescence (AID 1222) | CSM14.1 thapsigargin-induced death rescue, ATP luminescence; higher % means a stronger effect | cellular ATP content (survival), % at 20 µM, or EC50 in µM where a hit was titrated | 190,000 tested, under 10 active;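 active = EC50 below 50 µM in the dose-response confirmation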;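 note: death triggered by thapsigargin at about 15 µM added after 2 h compound pretreatment; cell ATP read after overnight thapsigargin exposure of roughly 18 to 22 hours; normalized against plate controls of thapsigargin alone and 5% DMSO vehicle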
SIAH1 antagonists: Siah-1 peptide-binding antagonists, primary screen, biochemical, fluorescence polarization, rhodamine-plectin, uHTS (AID 1817) | displacement, % at 20 µM; hits with a dose series show IC50 in µM | Siah-1 / rhodamine-plectin peptide fluorescence polarization; higher % means a stronger effect | E3 ubiquitin-protein ligase SIAH1 (Homo sapiens) | 290,000 compounds, 0.02% hits;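 active = displacement of at least 50% at 20 µM, with a fluorescence ratio check between 0.3 and a set limit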;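 note: plate controls were Siah plus tracer with DMSO for no effect and tracer alone without Siah for full effect; strong numbers were not always called active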
XIAP displacement: XIAP antagonists, biochemical, IAP family, fluorescence polarization (AID 1018) | E3 ubiquitin-protein ligase XIAP (Homo sapiens) | XIAP BIR domain, fluorescence polarization peptide displacement; higher % means a stronger effect | displacement, % at 20 µM, or IC50 in µM where a hit was titrated | 200,000 compounds, 0.007% hits; in the data active = displacement above about 50%; note: a part of the inactive calls stands beside numbers as strong as those of hits
Hep lipid drop cells 6.5 µM: second read-out of Hep lipid drop, no call of its own (marks repeat the call); cell count; measured here: cell count, cytotoxicity flag;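 cells counted across two imaged fields per well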
An asterisk follows results filed as active; . = not tested or not shown; & = joins results of further samples. Cut-off read from the data, not from the text of the source, unless noted: active = inhibition above about 50%; inactive = the rest. These rows are one share of the data; the hit share may differ from the screen's.

mol	NOD2 inhibition	AID2073	LYP inhibition	P. falciparum M17LAP	Hep lipid drop	Hep lipid drop cells 6.5 µM	M1AAP inhibition	CSM14.1 death rescue	SIAH1 antagonists	XIAP displacement
COC(=O)c1cc(C)sc1NC(=O)c1ccco1	6%	13%	-7%	.	8	829	.	.	1%	.
CNC(=O)CN(c1cc([N+](=O)[O-])ccc1OC)S(C)(=O)=O	13%	3%	-8%	-5%	3	684	-7%	-1.6%	12%	-5.7%
Cc1nn(Cc2ccccc2)c2sc(C(=O)N3CCN(Cc4ccc5c(c4)OCO5)CC3)cc12	1%	-2%	2%	-6%	-13	614	10%	-2.2%	0%	-2.1%
CCCCNC(=O)Cn1c(=O)n(C)c2ccccc21	-1%	7%	-6%	-4%	-8	555	1%	.	-1%	-2.8%
Cc1ccc(S(=O)(=O)N(CC(=O)NCC2CCCO2)Cc2cccc(C)c2)cc1 (stereo not drawn)	0%	-7%	-8%	.	-5	798	.	.	4%	.
CC(C)(C)Cc1nnc(NS(=O)(=O)c2ccc(F)cc2)s1	14%	-8%	-3%	10%	.	.	3%	-2.0%	2%	-3.8%
O=C(CCc1nnc2ccc(NCc3ccccc3)nn12)NC1CCCC1	0%	5%	-9%	.	1	679	.	.	10%	.
CCc1ccc(-c2cc(C)no2)cc1S(=O)(=O)N1CCN(c2ccc(F)cc2)CC1	19%	1%	0%	.	2	720	.	.	3%	.
COc1ccc(-n2c(SCc3ccccn3)nc3c(c2=O)SCC3)cc1OC	19%	2%	-4%	7%	2	696	6%	3.1%	4%	-2.7%
CCc1ccccc1N1C(=O)C2C3C=CC(CC3)C2C1=O (stereo not drawn)	14%	16%	-10%	.	-8	847	.	.	-5%	.
COCCNC(=O)/C(C#N)=C/c1c(F)cccc1Cl	-8%	20%	-4%	5%	2	670	7%	-1.1%	11%	-4.1%
COc1cc2c(cc1OC)C(c1cccs1)CC(=O)N2 (stereo not drawn)	9%	4%	-1%	-12%	16	788	2%	0.1%	-1%	-0.8%

Sorted by SMILES length (rising): some entries from above.
mol	NOD2 inhibition	AID2073	LYP inhibition	P. falciparum M17LAP	Hep lipid drop	Hep lipid drop cells 6.5 µM	M1AAP inhibition	CSM14.1 death rescue	SIAH1 antagonists	XIAP displacement
COC(=O)c1cc(C)sc1NC(=O)c1ccco1	6%	13%	-7%	.	8	829	.	.	1%	.
CCCCNC(=O)Cn1c(=O)n(C)c2ccccc21	-1%	7%	-6%	-4%	-8	555	1%	.	-1%	-2.8%
COc1cc2c(cc1OC)C(c1cccs1)CC(=O)N2 (stereo not drawn)	9%	4%	-1%	-12%	16	788	2%	0.1%	-1%	-0.8%
CCc1ccccc1N1C(=O)C2C3C=CC(CC3)C2C1=O (stereo not drawn)	14%	16%	-10%	.	-8	847	.	.	-5%	.
CC(C)(C)Cc1nnc(NS(=O)(=O)c2ccc(F)cc2)s1	14%	-8%	-3%	10%	.	.	3%	-2.0%	2%	-3.8%
O=C(CCc1nnc2ccc(NCc3ccccc3)nn12)NC1CCCC1	0%	5%	-9%	.	1	679	.	.	10%	.
COc1ccc(-n2c(SCc3ccccn3)nc3c(c2=O)SCC3)cc1OC	19%	2%	-4%	7%	2	696	6%	3.1%	4%	-2.7%
CCc1ccc(-c2cc(C)no2)cc1S(=O)(=O)N1CCN(c2ccc(F)cc2)CC1	19%	1%	0%	.	2	720	.	.	3%	.
Cc1nn(Cc2ccccc2)c2sc(C(=O)N3CCN(Cc4ccc5c(c4)OCO5)CC3)cc12	1%	-2%	2%	-6%	-13	614	10%	-2.2%	0%	-2.1%

Remaining list, next part
mol	NOD2 inhibition	AID2073	LYP inhibition	P. falciparum M17LAP	Hep lipid drop	Hep lipid drop cells 6.5 µM	M1AAP inhibition	CSM14.1 death rescue	SIAH1 antagonists	XIAP displacement
CCCCn1c(C)cc(C)c(S(=O)(=O)c2ccccc2C)c1=O	3%	-1%	-8%	-2%	-18	760	5%	-1.4%	-2%	-4.3%
Cc1ccc(N2C(=O)NC(NC(=O)c3ccc(Cl)cc3)(C(F)(F)F)C2=O)cc1 (stereo not drawn)	11%	4%	2%	25%	1	681	0%	9.8%	3%	1.0%
COc1ccc(C2=C(CN(C)C)C(c3ccccc3)c3ccccc3O2)cc1 (stereo not drawn)	-10%&-1%	-7%&12%	3%&-5%	-5%&-6%	-16	514	-3%&9%	-0.7%&-1.6%	-2%&-1%	-3.7%&-1.6%
COc1ccc(NC(=O)CN2C(=O)COc3ccc(S(=O)(=O)N4CCOCC4)cc32)c(OC)c1	1%	5%	-10%	.	-2	694	.	.	3%	.
OC1CCN(c2c3c(nc4cc(-c5ccc(F)cc5)nn24)CCC3)CC1	-6%	7%	-7%	-8%	.	.	-1%	0.7%	2%	-4.6%
CC(C)C(NC(=O)Nc1ccccc1)C(=O)Nc1cccc(S(=O)(=O)N(C)C)c1 (stereo not drawn)	-15%	-5%	-2%	.	-6	797	.	.	0%	.
COc1ccc(C[C@H]2CN3C(=NC[C@H]3C)N2CCNC(=O)CCC2CCCCC2)cc1	-4%	14%	-6%	1%	8	712	4%	-1.1%	4%	0.3%
COc1ccc(Nc2ncc(C(=O)N3CCN(c4ccc(F)cc4)CC3)c3ccccc23)cc1	19%	20%	3%	10%	.	.	8%	0.0%	5%	-4.2%
O=C(NCC1CCCO1)Nc1ccc(Cl)cc1 (stereo not drawn)	-16%	5%	2%	16%	6	753	-5%	-2.1%	0%	-4.2%
Cc1ccccc1OCc1nc2ccccc2c(=O)n1/N=C/c1cccc([N+](=O)[O-])c1	-22%	14%	11%	11%	1	670	0%	-3.7%	-3%	-5.7%
NNC(=O)CCc1nc2ccccc2[nH]1	16%	1%	-4%	6%	1	704	-6%	-1.1%	5%	-7.8%
CCOc1ccc(Cn2c(SCCCCC#N)nc3c2c(=O)n(C)c(=O)n3C)cc1OCC	7%	-14%	1%	-9%	.	.	-6%	-0.6%	0%	-1.6%
CN1C(=O)/C(=C/c2cc(C(C)(C)C)c(O)c(C(C)(C)C)c2)NC1=S	8%	3%	0%	-3%	1	714	9%	-0.3%	-2%	-5.8%
COc1ccc2c(c1)OC/C(=C/c1cccs1)C2=O	-57%	4%	-7%	2%	-12	695	11%	-4.9%	4%	-2.5%
Cc1cc(O)c(Oc2cc(C)cc(O)c2O)c(O)c1	-40%	7%	-5%	24%	-8	745	3%	0.7%	2%	-1.8%
Cc1c(NC(=O)c2csc3c2CCCC3)c(=O)n(-c2ccccc2)n1C	11%	7%	-6%	.	-1	766	.	.	-2%	.
COc1ccc(-c2nn(-c3ccccc3)cc2C(=O)N2c3ccc(C)cc3C3CN(C)CCC32)cc1 (stereo not drawn)	8%	0%	-5%	-10%	4	673	-3%	3.4%	-5%	-1.5%
O=C(NC(=O)c1ccc(Cl)c(Cl)c1)OC1CCS(=O)(=O)C1 (stereo not drawn)	5%	-2%	3%	5%	1	728	4%	.	2%	-17%
CCOC(=O)c1[nH]c(C)c(C(=O)N2CCN(c3ccc(OC)cc3)CC2)c1C	13%	-18%	-5%	-4%	-11	738	2%	0.3%	-4%	-3.9%
CN(CC(=O)Nc1ccccc1Sc1ccccc1)Cc1nc2ccccc2c(=O)[nH]1	22%	-1%	4%	10%	16	688	0%	0.5%	-3%	-0.9%
O=C(c1ccco1)N1CCN(C(=O)C2CC(=O)N(c3ccc(Cl)cc3)C2)CC1 (stereo not drawn)	-8%	2%	-14%	.	6	786	.	.	2%	.
Cc1cccc(C2c3[nH]c4ccccc4c3CCN2C(=O)Cc2nc(-c3ccccc3)n[nH]2)n1 (stereo not drawn)	5%	16%	1%	1%	19	721	-8%	2.9%	4%	-5.4%
CCSc1nnc(NC(=O)[C@@H](NC(=O)c2ccccc2)C(C)C)s1	16%	-1%	0%	6%	1	654	2%	-1.4%	12%	-5.8%
COc1cccc(CNC(=O)c2ccccc2N)c1	2%	-1%	13%	3%	8	805	0%	1.3%	4%	-2.6%
CC(C)CNc1nc(Oc2ccc(=O)[nH]n2)nc(N2CCOCC2)n1	14%	-13%	4%	-2%	-13	625	5%	-2.8%	-3%	-7.2%
Cn1c(C(=O)Nc2ccc(Cl)cc2)cc2cc(Cl)ccc21	-1%	18%	-10%	.	-16	822	.	.	0%	.
O=C(CN(C(=O)CCC(=O)Nc1nccs1)c1ccc(F)cc1)NCc1ccc2c(c1)OCO2	-6%	-4%	-6%	.	-6	810	.	.	3%	.
CCOC(=O)N1CCN(C(=O)Cn2ncn3nc(-c4cccs4)cc3c2=O)CC1	14%	6%	0%	-13%	-3	731	0%	.	4%	-1.6%
CCC(C)[C@H](N)c1cn([C@@H](Cc2ccc(O)cc2)C(=O)N2CCNCC2)nn1 (stereo partly drawn)	8%	3%	-1%	4%	-2	724	5%	-0.3%	4%	-4.9%
O=C(NC(=S)Nc1ccc(-c2ccc(CO)o2)cc1)c1cccs1	-16%	-18%	8%	6%	-13	729	7%	-1.1%	23%	-7.5%
N#CC1=C(N)Oc2cc(N)ccc2C1c1cccc(F)c1 (stereo not drawn)	-43%	3%	-6%	.	1	845	.	.	3%	.
CCCCSc1n[nH]c(N)n1	18%	6%	-7%	17%	1	644	5%	-0.3%	-4%	-4.4%
CC(C)c1ccc(/C=C(/C#N)c2nnc(NC(=O)c3ccccc3)s2)cc1	32%	24%	4%	11%	8	645	0%	15%	5%	-2.3%
COc1ccc2oc(C(=O)NCC(Cc3ccccc3)N(C)C)c(C)c2c1 (stereo not drawn)	-12%	4%	-9%	.	-3	788	.	.	3%	.
COc1ccc(C(=O)NNS(=O)(=O)c2ccccc2)cc1	1%	3%	-2%	0%	-20	654	6%	-3.0%	16%	-18%
